Compound activity deposited in PubChem BioAssay by National Center for Advancing Translational Sciences (NCATS).
GRP78 ERSR act – ER stress response induction in glioma; 0.02% of 420,000 active; U87-MG GRP78 promoter luciferase reporter, 16 h; Potency, µM, inactives show at the highest dose activation, most hits filed as activators; note: potency is the fitted concentration of half-maximal effect; series mostly up to about 76 µM; % of control where 0% means no effect; nearly all actives have a fitted effect of over 35% in size
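Stably transfected U87-MG human glioma cells carrying a GRP78-based luminescent sensor were seeded at 1000 cells/well, pin-dosed with compounds and incubated 16 h. Luciferase reagent was then added, and end-point luminescence was read after 10 min at room temperature.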
Vif-A3F inh – Vif-A3F binding inhibition; HeLa A3F-eYFP + Vif (tagged APOBEC3F with the HIV-1 protein that degrades it), YFP fluorescence increase; Potency, µM (series often up to 46.1 µM), inactives show at the highest dose activity, negative = active; 0.2% of 390,000 active; AID 602313; note: potency is the fitted concentration of half-maximal effect; % of control where 0% means no effect; nearly all actives have a fitted effect of over 65% in size
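Fluorescence increase (Ex 488/Em 500-530) after overnight compound treatment at 37 deg C flags inhibition of Vif-driven A3F-eYFP loss in stable HeLa A3F-eYFP/Vif cells seeded overnight beforehand.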
PI4K2A inh – inhibitors of human PI4K2A. Q9BTU6. purified PI4K2A, ADP-Glo luminescence, 1 h; active compounds read low. activity change, negative = inhibition, % at 76.9 µM. 0.13% of 420,000 active. AID 1346378; in the data active = activity change below about -50%; inconclusive = mostly about -30% to -49%;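 note: -100% = wells without enzyme as full effect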
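In this quantitative HTS, ADP production by PI4K2A was quantified luminescently after 1 h at ambient temperature; 100 microM adenosine served as plate-quality control.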
RXFP1 ag – activates the human relaxin receptor RXFP1; 0.3% of 370,000 active; HEK293T-RXFP1 cAMP TR-FRET, 30 min; response scale: percent of porcine relaxin response, buffer zero; Potency, µM (top dose mostly 57.5 µM), without a hit: top-dose activation, most hits filed as activators; AID 2676; note: potency is the fitted concentration of half-maximal effect; % is set by controls: 0 for no effect and ±100 for the full control effect; nearly all actives have a fitted effect of over 60% in size; many of its hits are not listed in these tables
Target sequence (Q9HBX9 whole entry, looked up): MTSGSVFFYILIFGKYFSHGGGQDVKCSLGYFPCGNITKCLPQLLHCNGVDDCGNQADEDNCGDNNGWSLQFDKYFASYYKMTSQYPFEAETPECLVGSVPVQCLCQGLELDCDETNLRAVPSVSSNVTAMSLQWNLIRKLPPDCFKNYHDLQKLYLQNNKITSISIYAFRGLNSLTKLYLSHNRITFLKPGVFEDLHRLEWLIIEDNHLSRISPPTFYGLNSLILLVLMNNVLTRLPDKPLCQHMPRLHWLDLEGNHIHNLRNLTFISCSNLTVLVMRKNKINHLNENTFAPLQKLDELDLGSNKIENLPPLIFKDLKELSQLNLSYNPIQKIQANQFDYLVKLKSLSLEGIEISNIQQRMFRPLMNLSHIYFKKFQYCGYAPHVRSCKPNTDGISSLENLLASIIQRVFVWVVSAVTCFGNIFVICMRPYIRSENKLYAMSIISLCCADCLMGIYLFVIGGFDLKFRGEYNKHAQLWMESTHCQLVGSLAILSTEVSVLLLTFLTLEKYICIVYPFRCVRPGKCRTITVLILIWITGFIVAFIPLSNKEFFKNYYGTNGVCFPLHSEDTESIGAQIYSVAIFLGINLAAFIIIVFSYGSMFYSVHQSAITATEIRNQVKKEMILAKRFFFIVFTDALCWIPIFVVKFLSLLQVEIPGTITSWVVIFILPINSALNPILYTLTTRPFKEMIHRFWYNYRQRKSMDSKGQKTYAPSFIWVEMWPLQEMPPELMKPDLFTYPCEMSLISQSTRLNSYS
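HEK293T cells stably expressing RXFP1 were pretreated with the PDE4 inhibitor Ro 20174, exposed to compounds for 30 min at 37C, lysed, and cAMP was read by TR-FRET. Data normalized to buffer (basal) and 29 nM porcine relaxin (100%).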
IDH1 R132H inh – human IDH1 R132H inhibition. O75874. IDH1-R132H enzyme, NADPH consumption, diaphorase/resazurin fluorescence. Potency, µM (series often up to 76.6 µM), without a hit: at the top dose activity change, negative = inhibition, hits mostly inhibitors. 0.093% of 390,000 active. AID 602179; note: potency is the fitted concentration of half-maximal effect; % is set by controls: 0 for no effect and ±100 for the full control effect; nearly all actives have a fitted effect of over 65% in size
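IDH1-R132H (0.5 ug/mL dispensed) in pH 7.5 Tris buffer was preincubated 30 min with compound, then given a substrate mix of 0.016 mM NADPH and 2 mM alpha-KG for 80 min at room temperature; remaining NADPH was read by diaphorase/resazurin fluorescence.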
USP1-UAF1 inh – inhibitors of human USP1/UAF1 deubiquitinase; recombinant USP1/UAF1, Ub-Rhodamine cleavage fluorescence; Potency, µM (highest dose often 57.1 µM), without a hit: top-dose activity change, negative = inhibition, actives largely listed as inhibitors; 0.23% of 390,000 active; AID 743255; note: potency is the fitted concentration of half-maximal effect; % is set by controls: 0 for no effect and ±100 for the full control effect; nearly all actives have a fitted effect of over 60% in size; inactives centre near -12
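USP1/UAF1 complex at 1 nM was preincubated with compound for 15 min at room temperature, then Ub-Rho substrate (150nM final) was added. Fluorescence (480/540 nm) was read kinetically, 6 reads every 60 seconds.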
Vif-APOBEC3G blk – blocks the Vif interaction with human APOBEC3G | Potency, µM (series often up to 46.1 µM), without a hit: at the highest dose activity, negative = active, most hits filed as inhibitors | 0.076% of 410,000 active | HeLa A3G-eYFP + Vif (tagged APOBEC3G with the HIV-1 protein that degrades it), YFP fluorescence, overnight | Q9HC16;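 note: potency is the fitted concentration of half-maximal effect; % is set by controls: 0 for no effect and ±100 for the full control effect; nearly all actives have a fitted effect of over 60% in size; hits raise eYFP signal because A3G escapes Vif-driven loss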
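HeLa cells stably expressing Vif and C-terminally eYFP-tagged A3G, seeded overnight at 37 deg C, then exposed to compound by pintool overnight at 37 deg C. Rise in yellow fluorescence (Ex 488/Em 500-530, Acumen) marks blocked Vif-driven A3G degradation.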
TrxR1 substrate – rat thioredoxin reductase 1 substrate activity | O89049 | AID 588456 | purified TrxR1 substrate turnover, NADPH consumption readout | 0.01% of 390,000 active | Potency, µM (top dose mostly 114 µM), for inactives: at the top dose activity change, negative = substrate turnover; note: potency is the fitted concentration of half-maximal effect; % is set by controls: 0 for no effect and ±100 for the full control effect; nearly all actives have a fitted effect of over 50% in size
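Rat TrxR1, dispensed at 90 nM, was prereduced with 400 uM NADPH (final) for 5 min at ~22 deg C, then incubated with compound 15 min before 400 uM selenite. A first-read NADPH fluorescence drop versus no-compound background flagged substrates.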
LDHA inh – LDHA (human) enzyme inhibition | P00338 | purified LDHA, NADH/diaphorase-resazurin fluorescence; active compounds read low | activity change, % (values are at about 110 or 230 µM) | 0.15% of 480,000 active | AID 1347041; in the data active = activity change below about -30%; inconclusive = mostly about -25% to -30%;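 note: plate controls were DMSO wells for no effect and wells without enzyme for full effect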
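Human LDH5 (2 nM) was incubated with 0.06 mM NADH and 0.2 mM pyruvate for 5 min at room temperature in Tris pH 7.4. Remaining NADH was coupled through diaphorase/resazurin, and resorufin fluorescence was read at 0 and 20 min.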
* hit, by the source's call; ? = inconclusive; . = no result given; & = joins results of further samples; [ ] = dose if it differs, or a comment. Unless noted, calls come from the whole dose curve; as a rule, active = well fitted curve in the direction sought with a large enough effect; inconclusive = small, poorly fitted or top-dose-only effect, or another doubt; inactive = no such curve, though single readings can be large; an effect the other way counts as inactive or inconclusive. An excerpt, so the mix of outcomes need not match the whole.

Codes – A = GRP78 ERSR act; B = Vif-A3F inh; C = PI4K2A inh; D = RXFP1 ag; E = IDH1 R132H inh; F = USP1-UAF1 inh; G = Vif-APOBEC3G blk; H = TrxR1 substrate; I = LDHA inh
NNc1ncnc2sc3c(c12)CCC3
  A: -4%	B: -15%	C: 12	D: 21%	E: -8%	F: -12%	G: -11%	H: 8%[57.1 µM]	I: -6
Cc1onc(-c2c(F)cccc2Cl)c1C(=O)Nc1ccccc1N1CCOCC1
  A: -5%	B: -10%	C: -1	D: 1.0%	E: 8%	F: -2%	G: -10%	H: -4%[57.1 µM]	I: -1
CC(Oc1cccc(Cl)c1)C(=O)Nc1ccc(S(=O)(=O)N(C)C2CCN(C)CC2)cc1 (configuration not stated)
  A: 0%	B: 0%	C: -3	D: -0.3%	E: 6%	F: 2%	G: 1%	H: -12%	I: -3
O=C(Nc1c(Br)cc2c(c1Br)Cc1ccccc1-2)C(Cl)Cl
  A: -2%	B: 3%	C: -4	D: .	E: 0%	F: -21%	G: -2%	H: 11%[57.1 µM]	I: -8
O=C(c1cccs1)c1coc2ccc(O)cc12
  A: 7%	B: -2%	C: 4	D: -0.5%	E: 15%	F: -23%	G: 0%	H: -6%	I: -10
CC1(C(=O)NS(=O)(=O)C2CC2)CCN(C(=O)c2ccccc2OC(F)(F)F)C1 (configuration not stated)
  A: -2%	B: .	C: 2	D: .	E: .	F: .	G: -2%	H: .	I: -5
OCc1ccc(-c2nn(Cc3ccccc3)c3ccccc23)o1
  A: 1%&1%&-11%	B: 7%	C: 4&-3	D: -0.7%	E: -1%	F: ?	G: -1%	H: 10%[57.1 µM]	I: -7&3
Nc1cc2ccncc2c2ccccc12
  A: 2%	B: 1%	C: 1	D: -22%	E: 3%	F: -21%	G: 0%	H: 164%[activator][57.1 µM]	I: 3
Cc1ccc(Cn2nnc3c(=O)[nH]c(C4CCN(S(=O)(=O)c5cc(C)ccc5C)CC4)nc32)cc1
  A: -5%	B: 6%	C: -8	D: -0.5%	E: 0%	F: -24%	G: -5%	H: 2%	I: -3
COc1ccc(CCNC(=O)c2nn(C)c3c2CS(=O)(=O)c2ccccc2-3)c(OC)c1
  A: -8%	B: 2%	C: -1	D: -3.6%	E: 2%	F: -23%	G: 0%	H: 1%	I: -1
CCOC(=O)Cn1cc(C(=O)c2ccco2)c2ccccc21
  A: -1%	B: 1%	C: -2	D: -0.7%	E: 2%	F: -7%	G: 1%	H: 1%[57.1 µM]	I: -8
CCOC(=O)c1noc2nc(C)n(CC(=O)Nc3cc(Cl)ccc3OC)c(=O)c12
  A: -3%	B: 3%	C: 3	D: -0.3%	E: 17%	F: -23%	G: 4%	H: -14%[57.1 µM]	I: -9&-8
CC(=O)Nc1cccc(NC(=O)C2CCCN2C(=O)Nc2ccc(C)cc2)c1 (configuration not stated)
  A: -2%	B: 7%	C: 4	D: 2.1%	E: 2%	F: -21%	G: 1%	H: 9%[57.1 µM]	I: 1
O=S(=O)(CS(=O)(=O)c1ccc(Cl)cc1)c1ccc(Cl)cc1
  A: 1%	B: -4%	C: 2	D: 1.2%	E: 2%	F: -12%	G: 0%	H: -2%	I: -5
Cc1c(=O)n(OCc2ccccn2)c2ccccc2[n+]1[O-]
  A: -2%	B: -1%	C: 8	D: -0.8%	E: 0%	F: -18%	G: -24%	H: -1%	I: -1
COC(=O)c1cc(-c2c(C)oc3cc(OC)ccc3c2=O)c(C)o1
  A: 3%	B: 2%	C: 8	D: 1.7%	E: 4%	F: 2%	G: -7%	H: -5%	I: -3&4
COc1cccc(OCc2cc(C(=O)N(Cc3ccccc3)CC3CC3)no2)c1
  A: -2%	B: 4%	C: -1	D: 0.0%	E: 0%	F: -32%	G: -6%	H: 3%	I: 1
CCn1c2ccccc2c2cc(NC(=O)COc3cc(C)ccc3C)ccc21
  A: -4%	B: 0%	C: 1	D: 5.3%	E: 13%	F: -31%	G: 3%	H: 4%	I: 3
C#CCOCCOCCOCCNc1nc(N2CCN(C(=O)Cn3cc(CC(C)O)nn3)CC2)nc(N2CCN(C(=O)[C@H]([C@@H](C)O)n3cc(CCCCN)nn3)CC2)n1 (some centres not stated)
  A: -6%	B: 9%	C: -7	D: .	E: -9%	F: -4%	G: 0%	H: 6%[57.1 µM]	I: 0
Cc1cc(N)c(NC2=CC(=O)CC(C)(C)C2)cc1C
  A: -5%	B: 3%	C: 3	D: -2.7%	E: 2%	F: -21%	G: -4%	H: -1%[57.1 µM]	I: 5
C=C1[C@H](C)CN[C@H]1CCO
  A: 1%	B: 2%	C: -1	D: .	E: -8%	F: -8%	G: 0%	H: 0%	I: -11
O=C(C[C@@H]1C/C=C\CC[C@H](Cc2ccc(F)cc2)C(=O)OC[C@@H](Cc2ccccc2)NC1=O)NCCO
  A: -5%	B: -1%	C: 0	D: .	E: -3%[38.3 µM]	F: -34%	G: -4%	H: 0%	I: -3
COc1ccccc1NC(=O)c1nc(S(=O)(=O)Cc2ccccc2)ncc1Cl
  A: 4%	B: 3%	C: 4	D: 1.7%	E: 8%	F: -10%	G: -22%	H: 0%	I: -6
C#Cc1ccc(NC(=O)C2(C)CCN2C(=O)Cc2ccc(C(C)C)cc2)cc1 (configuration not stated)
  A: -1%	B: .	C: -3	D: .	E: .	F: .	G: -2%	H: .	I: 0
COc1ccc(NC2C=CS(=O)(=O)C2)c(OC)c1 (configuration not stated)
  A: -3%	B: -6%	C: 4	D: -1.0%	E: 8%	F: -7%	G: -4%	H: 8%	I: 14
COc1ccc(OC)c(S(=O)(=O)NCCS(=O)(=O)N2CCN(c3ccccc3)CC2)c1
  A: -5%&-1%	B: -8%&6%	C: -1&0	D: 0.2%&-1.6%	E: 0%&17%	F: ?	G: 5%&4%	H: 4%	I: 0&-3
CCOC(=O)C(C)Sc1nnc(Cc2cc(=O)[nH]c(=O)[nH]2)n1-c1ccc(OCC)cc1 (configuration not stated)
  A: -3%	B: 1%	C: 0	D: -0.7%	E: -2%	F: -21%	G: 5%	H: 2%	I: -5
Cc1ccc(/C=N/NC(=O)c2ccccc2OCc2ccc(F)cc2)o1
  A: 6%	B: -6%	C: 8	D: 0.9%	E: -2%	F: -3%	G: 2%	H: -11%	I: -1
C[C@@H]1CN([C@@H](C)CO)C(=O)c2c(c3ccccc3n2C)-c2ccccc2CO[C@H]1CN(C)S(=O)(=O)c1ccc(C#N)cc1
  A: -4%	B: -12%	C: -7	D: .	E: -1%	F: 9%	G: -10%	H: .	I: -8
O=C(COc1ccc(F)cc1)N1CCC(Cc2ccccc2)CC1
  A: 6%	B: 0%	C: -3	D: 4.1%	E: 2%	F: -15%	G: 5%	H: 5%	I: -1

One compound at a time (already shown). Order of values: GRP78 ERSR act | Vif-A3F inh | PI4K2A inh | RXFP1 ag | IDH1 R132H inh | USP1-UAF1 inh | Vif-APOBEC3G blk | TrxR1 substrate | LDHA inh
COc1ccc(NC2C=CS(=O)(=O)C2)c(OC)c1 (configuration not stated) reads -3% | -6% | 4 | -1.0% | 8% | -7% | -4% | 8% | 14
C#Cc1ccc(NC(=O)C2(C)CCN2C(=O)Cc2ccc(C(C)C)cc2)cc1 (configuration not stated) reads -1% | . | -3 | . | . | . | -2% | . | 0
COc1ccc(OC)c(S(=O)(=O)NCCS(=O)(=O)N2CCN(c3ccccc3)CC2)c1 reads -5%&-1% | -8%&6% | -1&0 | 0.2%&-1.6% | 0%&17% | ? | 5%&4% | 4% | 0&-3
CCOC(=O)C(C)Sc1nnc(Cc2cc(=O)[nH]c(=O)[nH]2)n1-c1ccc(OCC)cc1 (configuration not stated) reads -3% | 1% | 0 | -0.7% | -2% | -21% | 5% | 2% | -5

Additional structures follow.
Codes – A = GRP78 ERSR act; B = Vif-A3F inh; C = PI4K2A inh; D = RXFP1 ag; E = IDH1 R132H inh; F = USP1-UAF1 inh; G = Vif-APOBEC3G blk; H = TrxR1 substrate; I = LDHA inh
COc1ccc(S(=O)(=O)N(C)CC(=O)O)c2ccccc12
  A: 2%	B: -1%	C: 4	D: 0.9%	E: 4%	F: -9%	G: -2%	H: -4%	I: 3
O=C(CN1CCC(NC(=O)c2cccc(F)c2)CC1)NCc1cccs1
  A: 1%	B: 1%	C: -1	D: -1.6%	E: 8%	F: 0%	G: -8%	H: 2%	I: 0
O=C(NC1(Cc2ccccc2)CCN(CCCc2ccccc2)C1=O)c1ccccc1 (configuration not stated)
  A: -4%	B: 6%	C: -3	D: -2.5%	E: -2%[38.3 µM]	F: -36%	G: -14%	H: -3%	I: 2
Cc1ccc([N+](=O)[O-])cc1NC(=S)NCCc1ccccc1
  A: 3%	B: -7%	C: 5	D: 0.0%	E: -1%	F: -6%	G: 0%	H: 1%	I: -4
CCN(CC)CCCNC(=O)c1cc(-c2ccccc2)c(N2CCCCC2)s1
  A: -4%	B: -11%	C: 3	D: -0.5%	E: 18%	F: -13%	G: 2%	H: 6%[57.1 µM]	I: -6
CC(NC(=O)c1cccs1)c1nnc(SCc2ccc(Cl)cc2Cl)n1C (configuration not stated)
  A: -3%	B: 1%	C: -3	D: 0.6%	E: 0%	F: -18%	G: 0%	H: -2%	I: -2
CC1=C/C(=N\OS(=O)(=O)c2ccccc2)C=CC1=O
  A: -15%	B: -24%	C: -19	D: 1.4%	E: 18%	F: ?	G: -23%	H: ?	I: 28
